OX1R antagonist: blocks the human orexin 1 receptor; 0.43% of 330,000 active; O43613; CHO/OX1R cells, Fluo-8 calcium fluorescence, orexin A; inhibition, % at 5 µM; AID 434989;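 active means inhibition above its plate's threshold, mean inhibition of all tested compounds on the plate plus 3 SD, cut at about 37% in these data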;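 further: 0% = orexin A challenge wells and 100% = SB-334867-A antagonist wells; not every result past the cut was called active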
Target sequence (O43613 whole entry, looked up): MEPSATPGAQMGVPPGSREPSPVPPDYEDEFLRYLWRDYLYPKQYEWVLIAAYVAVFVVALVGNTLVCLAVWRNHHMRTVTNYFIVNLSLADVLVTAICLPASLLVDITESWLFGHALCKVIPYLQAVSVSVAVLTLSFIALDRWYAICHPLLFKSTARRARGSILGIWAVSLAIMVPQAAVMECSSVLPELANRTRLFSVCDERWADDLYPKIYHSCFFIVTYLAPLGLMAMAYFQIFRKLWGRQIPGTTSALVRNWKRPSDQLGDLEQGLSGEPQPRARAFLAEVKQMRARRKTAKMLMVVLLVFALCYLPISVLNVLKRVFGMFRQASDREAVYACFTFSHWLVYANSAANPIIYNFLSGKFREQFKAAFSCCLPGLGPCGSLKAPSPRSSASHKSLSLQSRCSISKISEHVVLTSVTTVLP
CHT allo act: allosterically activates the human high affinity choline transporter; CHT-expressing cells, membrane potential dye, choline EC20; hits give high values; LV-AA mutant CHT in HEK293 cells; B-score at 10 µM; 0.49% of 310,000 active;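 active means initial fluorescence not abnormally high and integrated response B-score, plate-corrected, over 3 SD above library mean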
Target sequence (Q9GZV3 whole entry, looked up): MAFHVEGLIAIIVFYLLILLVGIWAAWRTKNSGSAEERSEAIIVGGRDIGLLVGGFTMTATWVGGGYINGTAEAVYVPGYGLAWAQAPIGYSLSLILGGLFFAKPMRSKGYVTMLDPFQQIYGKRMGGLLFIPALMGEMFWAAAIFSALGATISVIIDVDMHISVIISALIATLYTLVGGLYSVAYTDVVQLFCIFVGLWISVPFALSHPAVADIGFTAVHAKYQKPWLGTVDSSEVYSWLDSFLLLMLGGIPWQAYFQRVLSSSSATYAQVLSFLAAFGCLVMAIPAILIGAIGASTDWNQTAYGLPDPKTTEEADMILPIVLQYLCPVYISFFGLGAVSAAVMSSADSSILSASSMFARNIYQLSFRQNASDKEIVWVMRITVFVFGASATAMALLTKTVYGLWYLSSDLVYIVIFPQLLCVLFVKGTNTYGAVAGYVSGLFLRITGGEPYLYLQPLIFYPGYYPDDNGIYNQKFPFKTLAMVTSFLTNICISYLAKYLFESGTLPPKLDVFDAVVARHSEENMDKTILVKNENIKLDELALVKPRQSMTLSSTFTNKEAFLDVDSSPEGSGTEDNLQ
* hit, by the source's call; i = inactive; · = no result given.

SMILES	OX1R antagonist	CHT allo act
CCCCn1nc(C(=O)NCc2ccccc2CN2CCCC2)c2ccccc2c1=O	-43	·
Cc1nc(C)n(C(C)CNC(=O)c2ccccc2)n1 (configuration not stated)	·	i
CCOC(=O)c1ccc(NC(=O)Cn2nnc(-c3ccccc3)n2)cc1	-2	i
COc1ccc(Cc2nnc(NC(=O)c3ccccc3[N+](=O)[O-])s2)cc1	-14	i
O=C(O)c1ccc(Sc2ccccn2)c([N+](=O)[O-])c1	-6	i
CCC(=O)N1CCc2cc(S(=O)(=O)CCC(=O)N3CCCC(C)C3)ccc21 (configuration not stated)	-18	i
COc1cccc2cc(C(=O)NCc3ccco3)c(=Nc3ccc(C(=O)O)cc3)oc12	-12	i
COc1ccccc1C1CC(=O)Oc2cc(C)c(Cl)c(C)c21 (configuration not stated)	-5	·
CCOc1ccccc1NC(=O)Cc1c(F)cccc1Cl	-11	i
COc1ccc(NC(=O)c2ccc(COCC(F)(F)C(F)F)cc2)cc1	-3	i
CC(=O)N1c2ccc(S(=O)(=O)N3CCCC(C(=O)NCc4ccc(Cl)cc4)C3)cc2CC1C (configuration not stated)	-18	i
O=C(CSCc1c(F)cccc1Cl)NCc1ccncc1	-14	i
CCCC(=O)Nc1ccc(C(=O)NNC(=O)c2ccco2)cc1	5	i
Nc1nonc1C(=O)OCC(=O)c1ccc(Cl)cc1	-1	i
CN1CCN(c2ccc([N+](=O)[O-])cc2C(=O)c2ccccc2)CC1	-8	i
Cc1cc(NC(=O)CSC2=NCCS2)no1	-5	i
O=C1Nc2ccccc2Nc2ccc([N+](=O)[O-])cc21	-20	i
CCn1c(NC(=O)Nc2ccccc2OC)nc2ccccc21	-6	i
CC(C)c1ccc(NC(=O)N2CCCC2C(=O)Nc2ccc(-n3cnnn3)cc2)cc1 (configuration not stated)	-27	i
COC(=O)c1ccc(CSc2nc3ccccc3c(=O)n2CC(C)C)o1	-22	i
CCC(C)c1ccccc1NS(=O)(=O)c1cnn(CC)c1 (configuration not stated)	-4	i
Cc1ccccc1NC(=O)c1cccc(S(C)(=O)=O)c1	-17	i
COc1ccc(CC(=O)N/N=C(\C)CC(=O)Nc2ccc3c(c2)OCCO3)cc1	-16	i
Cc1sc(NC(=O)CSc2nnnn2C2CCCCC2)c(C#N)c1C	-7	i
COc1cccc(/C=N/NC(=S)Nc2cccc(C(=O)O)c2)c1	-2	i
C[C@H]1CN([C@@H](C)CO)C(=O)c2cccc(NC(=O)c3ccncc3)c2O[C@H]1CN(C)C(=O)Nc1ccccc1	-11	·
CCOc1c2ccc(C(=O)NCc3ccc(C)cc3)cc2nn1CCOC	1	i
Cc1nc2ncccn2c1-c1csc(Nc2ccccc2)n1	-10	i
Nc1c(C(=O)NCc2ccccc2)c2nc3ccccc3nc2n1CCCN1CCOCC1	-5	i
CN1CCN(C(=O)C2=C[C@@H](C3CC3)C[C@@H](OCc3ccc(CO)cc3)O2)CC1	-3	i
O=C1CC(SCCc2nc3ccccc3[nH]2)C(=O)N1c1ccc(F)c(Cl)c1 (configuration not stated)	-24	i
CC(=O)NC12CC3CC(C1)CC(C(=O)OCC(=O)Nc1ncc(Cl)cc1Cl)(C3)C2	-24	i
Cc1nc(SCCOc2ccccc2)[nH]c(=O)c1Cc1ccccc1	7	i
CCOc1ccc(C(=O)NCC(=O)N2CCCC2)cc1	3	i
COc1ccc(C)cc1NC(=O)C1CCCCN1S(=O)(=O)c1ccccc1 (configuration not stated)	35	·
CC(C)c1ccc(C(=O)NCc2ccc(Cl)cc2)cc1	-13	i
CCCCNC(=O)CSc1nc2ccc(C)cc2[nH]1	-32	i
COC(=O)c1ccc(Cn2cc(C(F)(F)F)cc([N+](=O)[O-])c2=O)cc1	-18	i
C=CCNC(=O)C12CCC(C)(C(=O)C1Br)C2(C)C (configuration not stated)	-16	i
COc1ccc(C(=O)NCCc2ccccc2)cc1[N+](=O)[O-]	-17	i
CC(C)CNC1CS(=O)(=O)CC1O (configuration not stated)	-4	i
CCN(CC(=O)NCc1cccs1)C(=O)c1ccc(S(=O)(=O)N(CC)c2ccccc2)cc1	-31	·
CCOc1cc(C(=O)NCc2ccco2)cc(OCC)c1OCC	-22	i
O=C(CSc1nnc(-c2ccc([N+](=O)[O-])cc2)o1)Nc1ccccn1	-13	i
CC(=O)Nc1ccc(S(=O)(=O)N(C)c2ccc(O)cc2)cc1	-5	i
CCOP(=O)(O)c1ccccc1OCCOCCOc1ccccc1P(=O)(O)OCC	-12	i
COc1ccc(CNC(=O)N2CCN(S(=O)(=O)c3ccc(C)cc3C)CC2)cc1	-12	i
O=C(NCc1ccccc1)C1CC(=O)N(C2CCCCC2)C1 (configuration not stated)	-11	i
O=C(c1cccc2ccccc12)C1CCCN(C(=O)c2ccc(N3CCOCC3)cc2)C1 (configuration not stated)	-13	i
Cc1ccc(NS(=O)(=O)c2cccs2)c(C)c1	2	i
S=C(NCC1CCCO1)c1ccc(Br)cc1 (configuration not stated)	2	i
COc1ccccc1-c1noc2ncnc(Nc3ccc4c(c3)OCO4)c12	-37	i
COc1cc(NS(=O)(=O)c2ccc(N/C=C(\C=O)c3nc4cc(Cl)ccc4o3)cc2)nc(OC)n1	-1	i
c1cncc(-c2csc(NCc3ccco3)n2)c1	-22	i
O=S(=O)(c1cccc(-c2nc3ccccc3s2)c1)N1CCCC1	-24	i
CC(NC(=O)CCCc1nnc2n(C)c(=O)c3sccc3n12)c1ccccc1 (configuration not stated)	-18	i
COc1ccccc1C(=O)N1CCN(Cc2cccnc2)CC1	-8	i
CCCCOC(=O)n1ccc(C(=O)Nc2ccccc2OC)n1	-21	i
COc1cccc(C2(C)NC(=O)N(CC(=O)c3cc(C)n(C4CC4)c3C)C2=O)c1 (configuration not stated)	-4	·
COc1ccccc1CNC(=O)Cc1cc(=O)[nH]c(=O)[nH]1	-7	i

Next section:
SMILES	OX1R antagonist	CHT allo act
Cc1ccc(S(=O)(=O)NCCn2cnc([N+](=O)[O-])n2)cc1	-2	i
COc1ccc(C=O)cc1Cn1c(=O)n(CCC(=O)NCc2ccco2)c(=O)c2sccc21	-1	i
COCCCNS(=O)(=O)c1ccc(S(=O)(=O)N2CCCC2)cc1	-13	i
COc1ccc(C(=O)NCc2nnc(SCC(=O)Nc3nc4ccc(C)cc4s3)o2)cc1OC	-1	i
CC(=O)Nc1ccccc1OCc1cnc(Cl)s1	-23	i
COc1cc(C(=O)NCCC(=O)NC(C)CCc2ccccc2)cc(OC)c1OC (configuration not stated)	-19	i
Cc1ccc(NC(=O)c2ccnc(C(C)(C)C)c2)cc1	-27	i
CCc1nc(N)c(C#N)c(-c2ccc(OC)c(OC)c2)c1C	-31	i
CC(C)C(=O)Nc1cccc(C(=O)Nc2ccc(S(=O)(=O)N3CCOCC3)cc2)c1	-9	i
O=C(COC(=O)/C=C/c1cn(-c2ccccc2)nc1-c1cccnc1)Nc1ccc(Cl)cc1Cl	-18	i
CCNc1nc(NC(N)=S)nc(NC(C)(C)C)n1	0	i
CN(Cc1c(F)cccc1Cl)c1ccc(S(=O)(=O)N2CCOCC2)cn1	-15	i
Cc1nn(C(C)C(=O)NCC2CCCO2)c(=O)c2c1sc1ccccc12 (configuration not stated)	-26	i
c1ccc(CCc2nc(-c3ccncc3)no2)cc1	-5	i
COC(=O)C1CCN(S(=O)(=O)CCNC(=O)c2ccc3c(c2)OCO3)CC1	0	i

Complete entries from above. Values in the order: OX1R antagonist	CHT allo act
Profile of COc1cc(C(=O)NCCC(=O)NC(C)CCc2ccccc2)cc(OC)c1OC (configuration not stated) : -19	i
Profile of COCCCNS(=O)(=O)c1ccc(S(=O)(=O)N2CCCC2)cc1 : -13	i

Following part.
SMILES	OX1R antagonist	CHT allo act
CC(=O)Nc1nc(Cn2nnc(-c3ccc4c(c3)OCO4)n2)nc(N(C)C)n1	-17	i
Cc1ccc2[nH]c(=O)c(CN(CCCN(C)C)C(=O)Nc3ccc(F)cc3)cc2c1	-10	i
CN(C(=O)CSc1ncnc2ccccc12)C1CCS(=O)(=O)C1 (configuration not stated)	0	·
COCCN(Cc1cccs1)S(=O)(=O)c1ccc(-c2ccc(=O)[nH]n2)s1	-2	i
Cc1occc1C(=O)Nc1ccccc1C(=O)O	-16	i
O=C1c2ccccc2S(=O)(=O)N1Cc1c(F)cccc1Cl	-7	i
O=C(CCNC(=O)c1ccco1)Nc1ccc(N2CCOCC2)cc1	4	i
O=C(O)c1ccc(NS(=O)(=O)c2cccc(C(=O)Nc3ccc(Br)cc3)c2)cc1	1	i
COC(=O)[C@@H]1C[C@@]2(O)[C@H](O)[C@H](O)[C@H](O)C[C@H]2N1CC1CC1	-5	i
Cc1nn2c(C(F)(F)F)cc(-c3ccc(Cl)cc3)nc2c1C(=O)N1CCOCC1	-19	i
CN(c1ccccc1)S(=O)(=O)c1ccc(-c2ccccc2)cc1	-8	i
Cn1c(CNC(=O)c2ccco2)nnc1SCC(=O)Nc1c(F)cc(F)cc1Br	-8	i
COc1ccccc1C1CCN(c2cc(O)ccc2[N+](=O)[O-])CC1	-2	i
CCCCOC(=O)c1ccc(NC(=O)c2cnc3n(c2=O)CCS3)cc1	-10	i
O=c1[nH]c(=O)n(Cc2ccccc2)c2nc(-c3cccs3)n(CCO)c12	-17	i
COc1ccc(C(=O)CN2C(=O)NC3(CCCc4ccccc43)C2=O)cc1 (configuration not stated)	-32	i
COc1ccccc1Nc1nc(-c2sc(NC(=O)C(C)(C)C)nc2C)cs1	-29	i
Cc1nn(-c2nc3ccccc3[nH]2)c(N)c1-c1ccc(Cl)cc1	31	i
CCCCC(=O)Nc1ccc(NC(=S)NC(=O)c2ccco2)cc1OC	-26	i
CCOc1cc(N2CCOCC2)c(OCC)cc1NS(=O)(=O)c1ccc(Cl)s1	-18	i
Cc1ccc2c(c1)N(C(=O)CCC(=O)NCc1ccccc1)CC(C)O2 (configuration not stated)	-1	i
COc1ccc(CCn2c(-c3cccc([N+](=O)[O-])c3)nc3nc4ccccc4nc32)cc1OC	-23	i
COc1ccc(CC(=O)Nc2ccc(OC(C)=O)cc2C(=O)O)cc1	-4	i
COc1ccc(NC(=O)c2ccccc2NC(=O)C2CC=CCC2C(=O)O)cc1 (configuration not stated)	·	i
Cn1nc(-c2ccccc2)c(-c2nc(-c3cccc(Cl)c3)no2)c1Cl	-6	i
O=C1CCC(C(=O)N2CCOCC2)CN1Cc1cccc(C(F)(F)F)c1 (configuration not stated)	0	i

Grouped by structure, those above containing a halogen.
SMILES	OX1R antagonist	CHT allo act
COc1ccccc1C1CC(=O)Oc2cc(C)c(Cl)c(C)c21 (configuration not stated)	-5	·
CCOc1ccccc1NC(=O)Cc1c(F)cccc1Cl	-11	i
COc1ccc(NC(=O)c2ccc(COCC(F)(F)C(F)F)cc2)cc1	-3	i
CC(=O)N1c2ccc(S(=O)(=O)N3CCCC(C(=O)NCc4ccc(Cl)cc4)C3)cc2CC1C (configuration not stated)	-18	i
O=C(CSCc1c(F)cccc1Cl)NCc1ccncc1	-14	i
Nc1nonc1C(=O)OCC(=O)c1ccc(Cl)cc1	-1	i
O=C1CC(SCCc2nc3ccccc3[nH]2)C(=O)N1c1ccc(F)c(Cl)c1 (configuration not stated)	-24	i
CC(=O)NC12CC3CC(C1)CC(C(=O)OCC(=O)Nc1ncc(Cl)cc1Cl)(C3)C2	-24	i
CC(C)c1ccc(C(=O)NCc2ccc(Cl)cc2)cc1	-13	i
COC(=O)c1ccc(Cn2cc(C(F)(F)F)cc([N+](=O)[O-])c2=O)cc1	-18	i
C=CCNC(=O)C12CCC(C)(C(=O)C1Br)C2(C)C (configuration not stated)	-16	i
S=C(NCC1CCCO1)c1ccc(Br)cc1 (configuration not stated)	2	i
COc1cc(NS(=O)(=O)c2ccc(N/C=C(\C=O)c3nc4cc(Cl)ccc4o3)cc2)nc(OC)n1	-1	i
CC(=O)Nc1ccccc1OCc1cnc(Cl)s1	-23	i
O=C(COC(=O)/C=C/c1cn(-c2ccccc2)nc1-c1cccnc1)Nc1ccc(Cl)cc1Cl	-18	i
CN(Cc1c(F)cccc1Cl)c1ccc(S(=O)(=O)N2CCOCC2)cn1	-15	i
Cc1ccc2[nH]c(=O)c(CN(CCCN(C)C)C(=O)Nc3ccc(F)cc3)cc2c1	-10	i
O=C1c2ccccc2S(=O)(=O)N1Cc1c(F)cccc1Cl	-7	i
O=C(O)c1ccc(NS(=O)(=O)c2cccc(C(=O)Nc3ccc(Br)cc3)c2)cc1	1	i
Cc1nn2c(C(F)(F)F)cc(-c3ccc(Cl)cc3)nc2c1C(=O)N1CCOCC1	-19	i
Cn1c(CNC(=O)c2ccco2)nnc1SCC(=O)Nc1c(F)cc(F)cc1Br	-8	i
Cc1nn(-c2nc3ccccc3[nH]2)c(N)c1-c1ccc(Cl)cc1	31	i
CCOc1cc(N2CCOCC2)c(OCC)cc1NS(=O)(=O)c1ccc(Cl)s1	-18	i
Cn1nc(-c2ccccc2)c(-c2nc(-c3cccc(Cl)c3)no2)c1Cl	-6	i
O=C1CCC(C(=O)N2CCOCC2)CN1Cc1cccc(C(F)(F)F)c1 (configuration not stated)	0	i

Bioassay records from PubChem.
